# Source: PubChem BioAssay (several laboratories)
# CDK5 p35 inh: inhibitors of human CDK5/p35 kinase, primary screen, biochemical, single concentration | Recombinant CDK5/p35, ADP-Glo luminescence, 60 min | inhibition, % at 10 µM | Cyclin-dependent kinase 5 (Homo sapiens) + Cyclin-dependent kinase 5 activator 1 (Homo … | 330,000 compounds, 0.01% hits;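 active = highest replicate inhibition of at least 50% and at least 75% of replicates reaching 50%; inconclusive = only one of the two criteria met; inactive = both criteria failed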;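 note: plate controls were DMSO neutral control for no effect and GW8510 at 10 µM for full effect; many of its hits are not listed in these tables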
# SR-BI DiI-HDL act: activators of SR-BI mediated DiI-HDL uptake, primary screen, ldlA[mSR-BI] CHO cells, DiI fluorescence; 3 h; 100 = double the neutral-control signal; AID 504775, 2011; activation, % at 12.5 µM; 320,000 compounds, 0.096% hits;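 active = mean replicate activation of at least 60% and every replicate at or above 60%; inconclusive = mean or all-replicate condition met, but not both; inactive = mean below 60% and not all replicates reaching 60%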;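 note: 0% = median plate neutral-control signal and 100% = twice that signal; values of inactives mirror those of a sister screen read the other way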
#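 material = CHO ldlA[mSR-BI] cells | medium = Ham's F12 with 0.5% BSA, HEPES 25 mM, pH 7.4 | reagent = fluorescent DiI-HDL, 10 µg/mL final | compound dosing = single-point compound dose | incubation = 3 h, 37 °C | measured by = bottom-read fluorescence, 550/595 nm | measure = HDL uptake via cellular fluorescence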
# HTR5A ag: HTR5A agonists in luminescence cell assay, primary screen, counter-screen for OPRM1-OPRD1 heterodimer agonist project, full-deck HTS; 5-hydroxytryptamine receptor 5A (Homo sapiens), P47898; activation, % at 9.3 µM; 340,000 compounds, 0.61% hits; cell-based; in the data active = activation mostly above about 9.5%, no sharp cut-off; inactive = mostly below about 7.6%;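 note: 0% = cells with vehicle only and 100% = reference agonist; strong numbers were not always called active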
# Rtt109 HAT inh: inhibitors of C. albicans Rtt109/Vps75 HAT, primary screen, biochemical, ThioGlo CoA-SH fluorescence, plate reader. inhibition, % at 34.9 µM. 330,000 compounds, 0.16% hits. purified Rtt109/Vps75, 4 h. AID 540336, 2011;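 active = inhibition of at least 50% in every replicate; inconclusive = best replicate reaches 50% inhibition but some replicates fall short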
# Target sequence (Q5AAJ8 whole entry, looked up): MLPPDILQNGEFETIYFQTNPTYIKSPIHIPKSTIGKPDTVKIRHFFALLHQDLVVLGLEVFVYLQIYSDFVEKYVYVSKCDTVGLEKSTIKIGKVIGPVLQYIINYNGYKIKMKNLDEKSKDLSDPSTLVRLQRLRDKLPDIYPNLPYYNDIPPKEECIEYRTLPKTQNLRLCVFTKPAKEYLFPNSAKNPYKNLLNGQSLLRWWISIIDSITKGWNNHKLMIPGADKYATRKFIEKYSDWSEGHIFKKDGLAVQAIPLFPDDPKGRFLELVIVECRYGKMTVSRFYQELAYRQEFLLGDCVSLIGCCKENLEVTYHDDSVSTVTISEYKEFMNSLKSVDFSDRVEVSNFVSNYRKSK
# Wnt act: Wnt/beta-catenin pathway activators, primary screen, cell-based, plate reader, single point. Wnt/beta-catenin reporter cell assay, activator. activation, % at 9.35 µM. 300,000 compounds, 1.2% hits. AID 743398, 2014; in the data active = activation above about 30%, passing the limit was not always enough; inconclusive = no clear call, values can overlap the other calls;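 note: 0% = neutral control wells and 100% = positive control wells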
# cardiac RTF act: cardiac RTF calcium sensitivity activators, primary screen, biochemical, IANBD-TnC fluorescence, EC20 calcium; Troponin I, cardiac muscle (Homo sapiens) + Troponin T, cardiac muscle (Homo sapiens) + …; IANBD-labeled TnC RTF fluorescence at EC20 calcium; 0% EC20 calcium, 100% full calcium; activation, % at 7.2 µM; 340,000 compounds, 0.24% hits;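 active = activation above the mean over all tested compounds plus 3 SD, cut at about 30% in these data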;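 note: rise in fluorescence read as greater calcium sensitivity of cardiac thin filaments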
# dFosB activator: activators of delta FosB homodimer, primary screen, biochemical, fluorescence polarization, TAMRA-CDK5 oligo, single point; activation, % at 25 µM; Protein FosB (Mus musculus), P13346; 340,000 compounds, 0.99% hits; purified delta FosB; percent of positive-control signal above neutral wells;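 active = mean activation above about 17%, with every replicate also reaching it, limit read from the data, passing the limit was not always enough; inconclusive = only one of the two conditions met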;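 note: fluorescence polarization rise as delta FosB binds a TAMRA Cdk5 AP-1 oligo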
# MITF act: activators of MITF-driven TRPM1 promoter reporter, primary screen, cell-based, SK-MEL-5, luciferase, single point; SK-MEL-5 TRPM1-promoter luciferase, 24 h; % of positive control, neutral wells = 0; activation, % at 12.5 µM; 300,000 compounds, 0.75% hits; AID 588334, 2011;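 active = mean activation of at least 80% with every replicate also reaching 80%; inconclusive = mean reaches 80% but some replicate falls short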;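 note: 0% = neutral control wells and 100% = parthenolide positive control wells; values of inactives mirror those of a sister screen read the other way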
# SR-BI HDL uptake: inhibitors of SR-BI mediated HDL lipid uptake, primary screen, ldlA[mSR-BI] cells, fluorescence, single point; ldlA[mSR-BI] CHO cells, DiI-HDL uptake fluorescence, 3 h; inhibition, % at 12.5 µM; 320,000 compounds, 0.96% hits;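 active = mean replicate inhibition of at least 70% and a set share of replicates each scoring 70 or more; inconclusive = meets just one of the two criteria; inactive = fails both criteria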;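 note: 0% = median of neutral control wells and 100% = median of positive control wells; values of inactives mirror those of a sister screen read the other way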
# Target sequence (Q61009 whole entry, looked up): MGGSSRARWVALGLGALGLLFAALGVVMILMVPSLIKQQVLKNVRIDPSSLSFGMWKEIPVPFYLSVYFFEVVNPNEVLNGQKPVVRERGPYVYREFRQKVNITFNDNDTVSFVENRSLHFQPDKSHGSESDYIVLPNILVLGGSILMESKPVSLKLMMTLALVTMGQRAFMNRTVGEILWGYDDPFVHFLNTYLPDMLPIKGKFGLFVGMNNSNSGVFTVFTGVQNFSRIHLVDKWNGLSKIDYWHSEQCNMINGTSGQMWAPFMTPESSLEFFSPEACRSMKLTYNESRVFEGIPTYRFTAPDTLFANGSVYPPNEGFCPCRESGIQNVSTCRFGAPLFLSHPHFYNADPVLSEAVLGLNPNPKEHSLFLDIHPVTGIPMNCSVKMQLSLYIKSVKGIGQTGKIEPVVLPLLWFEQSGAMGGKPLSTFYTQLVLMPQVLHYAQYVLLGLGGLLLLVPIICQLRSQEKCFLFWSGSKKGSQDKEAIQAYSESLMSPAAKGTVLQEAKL
# PvdQ inh: P. aeruginosa PvdQ acylase inhibitors, primary screen, biochemical, fluorescence, plate reader and imaging, single point. AID 488965, 2010. 340,000 compounds, 0.063% hits. inhibition, % at 10 µM. PvdQ acylase [Pseudomonas aeruginosa LESB58]. purified PvdQ acylase; in the data active = inhibition above about 30%, passing the limit was not always enough; inconclusive = no clear call, values can overlap the other calls;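 note: 0% = vehicle neutral wells and 100% = reference inhibitor wells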
# An asterisk follows results filed as active; ? = inconclusive; nt = not tested or not shown.
SMILES,CDK5 p35 inh,SR-BI DiI-HDL act,HTR5A ag,Rtt109 HAT inh,Wnt act,cardiac RTF act,dFosB activator,MITF act,SR-BI HDL uptake,PvdQ inh
CCC(CC)C(=O)c1c[nH]c(C(=O)NCc2ccc(F)cc2)c1,-1.3,6,-2,2,0,-5,1,-16,-6,-8
CSc1nc(C)cc(Oc2ccc(OCC(N)=O)nn2)n1,1.6,-16,0,11,0,-3,3,-3,16,-18
COc1ccc(NC(=O)c2cccc(S(=O)(=O)N3CCCC3)c2)cc1OC,-0.3,-69,1,-9,0,-1,-1,3,69,-19
Cc1cccc(Oc2nc(-c3ccccc3)cc(C)c2S(C)(=O)=O)c1C,0.4,-14,0,0,nt,-2,-7,0,14,-5
O=C(CCCc1c[nH]c2ccccc12)NCc1ccccc1F,2.2,nt,5,17,1,-3,0,-1,nt,11
Cc1ccsc1-c1nc(CSCC(=O)NCc2ccc3c(c2)OCO3)c(C)o1,1.3,13,0,0,-5,-5,-4,nt,-13,-11
CCCN1CC(=O)N2Cc3[nH]c4ccccc4c3C[C@H]2C1=O,2.0,-3,2,0,-1,-4,0,4,3,-9
NNC(=O)c1ccc(CSc2n[nH]c(=O)[nH]c2=O)cc1,-0.3,30,6,2,21,-1,-2,0,-30,4
Cc1ccc(S(=O)(=O)N(C)C)cc1NC(=O)C(C)OC(=O)c1ccc2c(=O)n3c(nc2c1)CCC3 (stereo not given),-0.9,-1,-9,-5,-1,-1,-6,2,1,-13
CC(Cc1cccs1)NC(=O)Nc1ccc(F)cc1 (stereo not given),2.4,9,9,2,nt,-2,5,7,-9,-11
Cn1c(=O)c2c([nH]c(=S)n2CCCc2ccccc2)n(C)c1=O,1.5,44,-3,-4,1,-4,3,nt,-44,-13
Cc1noc(NS(=O)(=O)c2ccc(NC(=O)c3cc(-c4ccccc4Cl)nc4ccccc34)cc2)c1C,1.3,nt,-4,22,-2,2,-2,3,nt,4
CCCCCN(C(=O)CCC(=O)OCC(=O)N(C)Cc1ccccc1C)c1c(N)n(CCCC)c(=O)[nH]c1=O,-1.3,-3,4,31,0,-4,-3,-5,3,3
COc1ccc(OC)c(NC(=O)CCCNC(=O)Cn2cnc3sc(C)c(C)c3c2=O)c1,-0.2,-77,-7,-22,-3,3,-9,9,77*,-10
Cn1cnnc1SCC(=O)Nc1ccc2nc(SCc3ccccc3F)sc2c1,-1.3,6,-1,5,25,5,-10,106*,-6,-2
COC(=O)c1cc(C)cc(=O)o1,-2.6,5,2,7,-3,11,2,-10,-5,-2
CCOC(=O)N1CCN(c2nc(SC)nc3sc4c(c23)CC(C)(C)OC4)CC1,-0.7,-20,2,29,nt,-4,-5,-5,20,7
Cc1ccc2cc(CN(CC3CCCO3)S(=O)(=O)c3cccc4nsnc34)c(=O)[nH]c2c1 (stereo not given),0.1,22,0,6,nt,0,-11,-7,-22,-12
O=C(NCCc1ccc(Cl)cc1)C1CC(=O)N(C2CCCCC2)C1 (stereo not given),2.7,5,-2,10,-3,2,-11,-5,-5,0
C/C(=N/OCC(=O)Nc1ccc(C)cc1C)c1cccs1,-2.5,3,-5,13,nt,-3,1,7,-3,-7
CN(Cc1ccccc1)C(=O)COc1ccc(C(C)(C)C)cc1,0.0,nt,7,12,4,-4,-6,22,nt,7
COc1ccc(O)c(/C=C(\C#N)C(=O)Nc2ccccn2)c1,1.4,15,4,-11,3,-3,-1,-5,-15,5
CCOc1ccccc1C(C(=O)NC1CCCC1)N(C(=O)c1csnn1)C1CC1 (stereo not given),0.1,-5,0,-2,-3,-2,-6,4,5,-9
CS(=O)(=O)N1CCN(c2ccccc2NC(=O)c2cccc3ccccc23)CC1,0.9,-41,-3,-6,7,5,-9,13,41,-13
COc1ccc(C2CC(c3ccc(Cl)cc3Cl)Nc3nc(N)nn32)cc1OC (stereo not given),1.1,0,4,-5,-7,0,-1,10,0,-15

# (listing goes on)
SMILES,CDK5 p35 inh,SR-BI DiI-HDL act,HTR5A ag,Rtt109 HAT inh,Wnt act,cardiac RTF act,dFosB activator,MITF act,SR-BI HDL uptake,PvdQ inh
O=C(CCSc1nnc(-c2ccncc2)o1)Nc1ccc(F)cc1,0.7,-4,2,2,0,0,-4,nt,4,0
CC(=O)c1cccc(NC(=O)NCc2ccccn2)c1,-0.5,-26,1,3,1,-2,-2,71,26,10
CCn1c(CNc2ccc(Cl)cc2)nnc1SCc1ccc(C)cc1,-0.3,nt,4,6,-1,-5,-23,-11,nt,-10
O=C1C2CC=CCC2C(=O)N1Cc1nnc(-c2ccccc2Br)o1 (stereo not given),1.9,-12,-1,-12,17,3,-2,29,12,-11
CCCCOc1ccc(C(=O)NCC(=O)NC2CCN(Cc3ccccc3)CC2)cc1,-0.5,-14,0,1,0,0,-5,0,14,-11
CCCS(=O)(=O)c1nnnn1-c1cccc(OC)c1,-3.2,9,-3,17,nt,0,-3,-71,-9,-14
COc1ccccc1C(=O)NCC(=O)OC(C)C(=O)NC(=O)NC1CCCCC1 (stereo not given),1.7,10,-2,10,nt,1,-2,-2,-10,-4
CC(C)CCOc1ccccc1C(N)=O,-1.3,24,-1,-2,0,-3,-7,11,-24,-2
OCCN1CCN(C2Cc3cc(Cl)ccc3Sc3ccc(Cl)cc32)CC1 (stereo not given) (tested in a mixture with another compound),-0.9,-19,4,?,nt,-2,13,0,19,-15
Cc1ccc(OCC(=O)Nn2c(C)nc3ccccc3c2=O)c(C(C)C)c1,-0.9,17,2,2,0,-2,-4,-5,-17,-3
COc1ccc(CC(=O)N(C)CC(=O)Nc2c(C)cccc2C)cc1S(=O)(=O)N1CCOCC1,4.1,8,-10,10,1,2,-3,-6,-8,8
Clc1ccc(C[n+]2cc(-c3ccccc3)n3c2CCCCC3)c(Cl)c1,-2.6,-5,1,6,-2,1,-3,-36,5,-19
CCC1(c2ccccc2)NC(=O)N(CC(=O)Nc2ccccc2N2CCCCC2)C1=O (stereo not given),-0.6,2,7,17,-1,-7,-6,4,-2,-18
CC(C)Oc1ccc(CCC(=O)NNC(=S)NCc2ccccc2)cc1,-0.9,nt,8,-16,-8,0,-2,0,nt,-18
O=C(Cn1nnc(-c2ccccc2)n1)c1ccccc1,-1.1,-4,-1,0,1,-1,-9,20,4,-7
Cc1ccc(CN(CC(=O)NC2CCCC2)C(=O)c2csnn2)cc1,-0.2,11,0,6,-1,-4,-10,5,-11,19
Cc1cccc(NC(=O)c2sc3nc(-c4ccccc4)cn3c2C)n1,0.4,-12,11,-2,5,3,-1,9,12,-5
CN(C)c1ccc(-c2nc3ccccc3c(=O)[nH]2)cc1,0.1,nt,5,9,-7,3,-11,-10,nt,12
C/C(Cn1cnc([N+](=O)[O-])n1)=N\NC(=O)c1ccccc1,-1.4,26,-4,2,10,2,-1,nt,-26,-9
CC1CCc2[nH]c3ccc(C(=O)NCC4CCCO4)cc3c2C1 (stereo not given),0.6,-24,11,-1,5,4,0,63,24,-11
Cn1c(CCNC(=O)c2ccco2)nc2ccccc21,2.1,33,-3,-14,-1,16,-2,-2,-33,-11
CN(CCCN1CCOCC1)C(=O)c1ccc2nc(Cc3cccc(Cl)c3)oc2c1,0.3,11,5,4,-1,-2,-1,4,-11,9
CCN1C(C(=O)Nc2cc(C)on2)=C(O)c2ccccc2S1(=O)=O,-1.6,0,-6,5,3,-3,0,0,0,0
COc1ccc(CN2CCN(C(=O)c3ccc(-c4ccccc4)cc3)CC2)c(OC)c1OC,-0.1,-55,-4,-2,-28,1,-21,2,55,-18
COc1ccc(C)cc1NS(=O)(=O)c1ccc2c(c1)N(C(C)=O)CCO2,1.7,20,-1,-3,0,-3,-3,-6,-20,-2

# Later entries
SMILES,CDK5 p35 inh,SR-BI DiI-HDL act,HTR5A ag,Rtt109 HAT inh,Wnt act,cardiac RTF act,dFosB activator,MITF act,SR-BI HDL uptake,PvdQ inh
Cc1ccc2nc(SCC(=O)Nc3ccc4c(c3)CCC4)[nH]c2c1,0.9,-14,9,10,-5,7,-10,-2,14,-4
Nc1nc(=S)c2ncn(C3OC(CO)CC3O)c2[nH]1 (stereo not given),1.4,26,-3,-3,3,-2,-5,0,-26,-10
Cc1ccc(NC(=O)NC(=O)CSc2nnc(-c3ccc(OC(F)F)cc3)n2N)c(C)c1,0.2,-17,5,2,nt,-5,0,37,17,-12
COc1ccc(OCC(=O)Nc2ccc3c(c2)nc(CN2CCCC2)n3C)cc1,0.6,-20,0,10,nt,-1,1,-5,20,-11
CCc1ccc(OCC(=O)N/N=C(\C)c2ccc3c(c2)OCCO3)cc1,-2.6,28,6,8,nt,-2,-8,5,-28,-9
O=C(COc1ccccc1)N/N=C/c1cc2c(cc1[N+](=O)[O-])OCO2,1.0,-31,2,-10,3,4,-7,11,31,-5
C/C(=N\NC(=O)C(=O)N/N=C(\C)c1cccc(O)c1)c1cccc(O)c1,-0.3,12,3,1,0,-2,5,4,-12,-11
O=C(O)C(O)Cc1c[nH]c2ccccc12 (stereo not given),-0.8,6,0,0,0,3,3,-2,-6,-17
COc1cc(OC)cc(C(=O)NCC(=O)OCC(=O)NCc2ccco2)c1,-1.2,13,2,-2,-1,-5,-4,nt,-13,3
CCn1c(SCC(=O)NC(=O)NC(C)(C)C)nc2ccccc21,-0.8,-17,-2,3,nt,0,-2,4,17,1
O=[N+]([O-])c1cccc(C(=NCc2ccccc2)NO)c1,1.0,-7,-2,2,0,-3,-4,0,7,4
CC(C)CCN(C(=S)Nc1cccc(C(F)(F)F)c1)C(C)c1ccccn1 (stereo not given),0.7,-29,-3,5,0,-1,-4,4,29,0
c1ccc(COc2ncnc3c2ncn3CCCN2CCN(c3ccccn3)CC2)cc1,0.6,-15,1,5,-1,9,-7,-6,15,-6

# Part of the list above in a different format.
Structure	CDK5 p35 inh	SR-BI DiI-HDL act	HTR5A ag	Rtt109 HAT inh	Wnt act	cardiac RTF act	dFosB activator	MITF act	SR-BI HDL uptake	PvdQ inh
CCc1ccc(OCC(=O)N/N=C(\C)c2ccc3c(c2)OCCO3)cc1	-2.6	28	6	8	nt	-2	-8	5	-28	-9
O=C(COc1ccccc1)N/N=C/c1cc2c(cc1[N+](=O)[O-])OCO2	1.0	-31	2	-10	3	4	-7	11	31	-5
